Screening results from PubChem BioAssay.
Scp-1 inhibitor: Scp-1 (human) phosphatase inhibition; Q9GZU7; Recombinant Scp1, phosphopeptide, malachite green phosphate absorbance; inhibition, % at 20 µM; AID 493091; 0.88% of 340,000 active;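 active = inhibition above about 50% at 20 µM, limit read from the data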;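 also: plate controls were DMSO wells with enzyme for no effect and wells lacking enzyme for full effect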
Target sequence (Q9GZU7 76-261 limits assumed): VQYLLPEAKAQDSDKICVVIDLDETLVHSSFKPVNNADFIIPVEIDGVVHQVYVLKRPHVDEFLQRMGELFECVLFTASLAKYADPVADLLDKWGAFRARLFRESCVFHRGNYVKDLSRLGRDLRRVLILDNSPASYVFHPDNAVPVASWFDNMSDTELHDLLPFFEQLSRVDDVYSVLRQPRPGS
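Test system: SCP-1 phosphatase catalytic domain, residues 76-261 | Compound dosing: One concentration, 20 µM, with 1.0% DMSO | Schedule: 45 min room-temperature reaction, 5 min colour, 30 min stabiliser | Detection: Absorbance at 630 nm | Read-out basis: % inhibition of SCP-1 phosphate liberation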
STEP block: inhibitors of human striatal-enriched phosphatase STEP | P54829 | 0.25% of 360,000 active | recombinant STEP, OMFP fluorogenic substrate, fluorescence | inhibition, % at 20 µM;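 active = inhibition at 20 µM, scaled per plate between control wells, above about 37%, limit read from the data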;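 also: 0% = DMSO with enzyme and substrate and 100% = substrate only without enzyme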
Target sequence (P54829 whole entry, looked up): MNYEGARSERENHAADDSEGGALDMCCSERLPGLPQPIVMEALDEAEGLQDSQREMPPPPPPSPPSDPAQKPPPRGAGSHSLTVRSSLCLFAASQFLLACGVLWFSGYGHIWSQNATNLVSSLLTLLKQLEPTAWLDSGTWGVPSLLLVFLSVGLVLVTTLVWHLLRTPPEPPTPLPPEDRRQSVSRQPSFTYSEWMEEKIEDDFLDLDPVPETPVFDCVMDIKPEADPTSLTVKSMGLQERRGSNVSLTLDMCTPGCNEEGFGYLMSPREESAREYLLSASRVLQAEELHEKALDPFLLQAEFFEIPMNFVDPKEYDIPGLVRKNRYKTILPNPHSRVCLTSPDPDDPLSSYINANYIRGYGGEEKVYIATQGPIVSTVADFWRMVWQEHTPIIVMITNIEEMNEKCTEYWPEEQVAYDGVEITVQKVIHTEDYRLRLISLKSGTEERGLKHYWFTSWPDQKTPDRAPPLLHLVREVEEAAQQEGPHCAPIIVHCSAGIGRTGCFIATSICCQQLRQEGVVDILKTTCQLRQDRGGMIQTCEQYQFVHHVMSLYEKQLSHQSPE
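medium = Bis-Tris buffer pH 6.0, 2.5 mM DTT, 0.005% Tween 20 | test system = STEP (striatal-enriched tyrosine phosphatase) enzyme, cell-free | measure = normalized % inhibition | compound dosing = 20 µM, 1% DMSO | also added = 25 µM OMFP | schedule = reaction 20 min, ambient temperature | measured by = fluorescence read at 480 nm ex / 540 nm em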
NadD inh: NadD (S. aureus) enzyme inhibition; purified NadD enzyme, colorimetric absorbance read-out; inhibition, % at 20 µM; 0.78% of 360,000 active; AID 602399; in the data active = inhibition above about 26%; also: some compounds past the cut are filed as inactive
Tb MetRS inh: blocks T. brucei methionyl-tRNA synthetase activity | purified T. brucei MetRS, ATP depletion, Kinase-Glo luminescence | inhibition, % at 11.9 µM | 0.4% of 360,000 active | AID 624268;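 active = inhibition above a per-plate cutoff of the control wells' mean inhibition plus 3 SD, cut at about 5.5% in these data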;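 also: 0% = DMSO wells median and 100% = median of wells with control inhibitor compound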
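Material – parasite MetRS enzyme · Medium – HEPES-MgCl2-KCl buffer plus DTT, spermine, BSA, pyrophosphatase · Reagent – ATP, methionine and E. coli bulk tRNA substrates · Times – 15 min enzyme-compound preincubation, 2 h reaction, 10 min detection, 25 °C · Measured by – luminescence of leftover ATP · Evaluation – percent inhibition relative to median high and low control wells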
DNMT1 block: inhibitors of human DNMT1; P26358; DNMT1 molecular beacon, Hinp1I cleavage, fluorescence; inhibition (reported as % activation of signal), % at 10 µM; 0.83% of 360,000 active; AID 588458; in the data active = inhibition above about 50%
SKN-1 block: C. elegans SKN-1 inhibition; C. elegans VP596 Pgst-4::GFP/RFP ratio, acrylamide-induced, 24 h; inhibition, % at 21.8 µM; 0.49% of 360,000 active;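 active = interference check ratio from 0.5 to 1.5 plus GFP to RFP signal ratio inhibition reaching or exceeding a fixed threshold, cut at about 30% in these data, passing the limit was not always enough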; also: some compounds called inactive have numbers as strong as hits
LMPTP inh: LMPTP (human) inhibition | P24666 | AID 651560 | recombinant LMPTP-A, OMFP fluorogenic substrate, fluorescence intensity | inhibition, % at 20 µM | 0.22% of 360,000 active;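 active = compounds that cut the enzyme signal by at least half of the control window in the single-dose screen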;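 also: plate controls were DMSO wells with enzyme plus substrate for no effect and substrate without enzyme for full effect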
Target sequence (P24666 whole entry, looked up): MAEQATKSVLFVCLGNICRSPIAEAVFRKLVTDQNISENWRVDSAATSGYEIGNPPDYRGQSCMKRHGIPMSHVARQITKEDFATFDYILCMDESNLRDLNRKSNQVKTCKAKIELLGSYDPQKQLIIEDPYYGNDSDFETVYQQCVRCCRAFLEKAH
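Test system – LMPTP-A phosphatase enzyme · Quantity – 0.625 nM LMPTP-A final · Reagent – OMFP substrate, 400 µM final · Dosing – one test concentration per compound, 20 µM, with 3% DMSO overall · Timing – 50 min enzyme reaction at room temperature, protected from light · Detection – fluorescence intensity · Controls – substrate-only low control, DMSO enzyme-plus-substrate high control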
Neddylation inh: inhibitors of human cullin neddylation. AID 651699. TR-FRET cullin neddylation, biochemical. P61081+Q13564. calls only at 25 µM. 0.58% of 360,000 active; in the data active = inhibition above about 36%
CendR NRP1 mod: alters CendR peptide binding to human NRP-1. O14786. FAM-RPARPAR peptide binding to NRP-1, fluorescence polarization. inhibition, % at 25 µM. 0.85% of 360,000 active. AID 602438;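 active = inhibition or corrected inhibition above about 18%, plus a signal ratio from 0.5 to 1.5, limit read from the data, passing the limit was not always enough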; also: strong numbers were not always called active
SUMO1-SIM PPI: alters human SUMO1 binding to SIM partners. P63165. SUMO1 binding to a labelled peptide, TR-FRET, 1 h. inhibition, % at 20 µM. 0.33% of 360,000 active. AID 602429; in the data active = inhibition above about 37%
Target sequence (P63165 whole entry, looked up): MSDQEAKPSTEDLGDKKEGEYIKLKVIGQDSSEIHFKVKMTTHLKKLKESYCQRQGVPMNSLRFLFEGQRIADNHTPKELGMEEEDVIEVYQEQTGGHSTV
* hit, by the source's call; i = inactive; . = no result given; + = active, no number.

SMILES | Scp-1 inhibitor | STEP block | NadD inh | Tb MetRS inh | DNMT1 block | SKN-1 block | LMPTP inh | Neddylation inh | CendR NRP1 mod | SUMO1-SIM PPI
COc1ccc(C(=O)NC(=S)NCc2cccnc2)cc1Cl | -9 | 2 | -8 | -0.5 | -1 | 7 | 2.0 | i | 6 | 3
COc1ccc(C)cc1-n1nnnc1SCC(=O)Nc1cccnc1Cl | 7 | -1 | 0 | -1.2 | 4 | -5 | -1.3 | i | 2 | -1
CSc1ccccc1NC(=O)COc1ccc2c(c1)OCO2 | -1 | -1 | 3 | -0.6 | -4 | 0 | -7.6 | i | 13 | -31
N#CCCN(C(=O)COC(=O)CNC(=O)c1cccs1)c1ccc(F)cc1 | 1 | -4 | 3 | -0.3 | 1 | -10 | -1.2 | i | 9 | -3
CCOP(=O)(O)c1ccccc1OCCOc1ccccc1P(=O)(O)OCC | -2 | 1 | 3 | -0.7 | 2 | 2 | -0.3 | i | 1 | 0
O=C(/C=C/c1ccco1)N(Cc1cccc(Br)c1)C1CCS(=O)(=O)C1 (centres undefined) | -5 | 3 | 3 | -0.2 | -4 | 3 | 2.1 | i | -12 | 0
Cc1ccc(S(=O)(=O)c2nc(NC3CCS(=O)(=O)C3)sc2Cl)cc1 (centres undefined) | -7 | 0 | 3 | 0.8 | 0 | -6 | -0.5 | i | -10 | -2
O=C(Nc1ccccc1C(=O)O)c1cc(S(=O)(=O)Nc2cccc(F)c2)ccc1Cl | -4 | 2 | -2 | -0.4 | 3 | -1 | -0.8 | i | -37 | 5
CCCCN1C(=O)C(NC(C)=O)c2ccccc21 (centres undefined) | -5 | 1 | 5 | -0.2 | 5 | 14 | -0.7 | i | 0 | -5
CCOC(=O)C1CCCN(C(=O)c2cccc(Cl)c2)CC1 (centres undefined) | . | -2 | -1 | -0.2 | -2 | -2 | -0.5 | i | -2 | 6
O=C(Nc1nnc(C2CC2)s1)c1ccc(Cl)c(S(=O)(=O)N2CCc3ccccc3C2)c1 | -4 | 0 | 33* | -0.7 | -10 | 16 | 3.2 | i | 3 | 6
CC(C)N(C(=O)CSc1nc2ccccc2n1-c1ccccc1)C(C)C | 0 | 2 | 0 | -1.0 | -5 | 12 | 2.5 | i | -15 | 0
COC(=O)CN1C(=O)C(C)(C)Oc2ccc(C(=O)NC3CCCC3)cc21 | 6 | -2 | 0 | 0.0 | 3 | 0 | -0.4 | i | 12 | 0
COc1cc(OC)c(N2CC34C=CC(O3)C(C(=O)O)C4C2=O)cc1Cl (centres undefined) | 1 | -2 | 3 | 1.3 | 2 | 7 | -2.0 | i | 4 | 1
COc1ccc(CCNC(=O)C2COc3ccccc3O2)cc1OC (centres undefined) | -5 | -2 | -2 | 0.0 | 0 | 1 | -1.9 | i | 7 | 4
CC1(C)OC(=O)C2=C(C[C@@H](C3CCCC3)O[C@H]2CCc2cccc(Cl)c2)O1 | . | . | 11 | -0.4 | . | 0 | 2.9 | i | -4 | 3
O=[N+]([O-])c1ccccc1S(=O)(=O)N1CCCc2ccccc21 | -11 | 1 | -8 | -0.7 | -4 | -2 | -0.3 | i | 5 | -9
Cc1ccsc1C(=O)NCc1ccc(Cl)cc1 | -10 | 1 | -6 | -0.6 | -2 | 9 | -0.4 | i | -11 | 1
O=[N+]([O-])c1cc(S(=O)(=O)O)cc([N+](=O)[O-])c1NN(c1ccccc1)c1ccccc1 | 7 | 5 | -2 | 0.5 | 7 | 13 | 1.7 | i | 6 | -19
CCN1CCN(C(=O)/C(=C/c2ccco2)NC(=O)c2ccccc2)CC1 | -7 | -2 | 1 | 0.0 | -5 | 10 | -0.8 | i | 1 | -9
CCOc1ccc2oc(C(=O)NCc3nc4ccccc4[nH]3)c(C)c2c1 | -6 | 1 | 5 | 0.3 | -4 | 4 | 0.6 | i | -5 | -10
CS(=O)(=O)N1CCC(C(=O)NCc2ccncc2)CC1 | -5 | 2 | 3 | -0.1 | 1 | 1 | -0.3 | i | 14 | -2
CC(C)Nc1c(N)c(=O)oc2ccccc12 | -13 | 2 | 1 | -0.5 | 1 | 14 | -1.0 | i | -1 | -5
Cc1ccc(-c2nn3c(C)nnc3c3ccccc23)cc1S(=O)(=O)NCc1ccccc1 | 2 | 1 | 14 | -0.5 | -1 | -9 | 0.1 | i | -6 | 4
CC(C)c1ccc(NC(=O)CNC(=O)Cn2ccc3ccccc3c2=O)cc1 | -9 | -2 | 4 | 0.2 | 6 | -18 | 2.9 | i | 2 | -2
(list continues)
SMILES | Scp-1 inhibitor | STEP block | NadD inh | Tb MetRS inh | DNMT1 block | SKN-1 block | LMPTP inh | Neddylation inh | CendR NRP1 mod | SUMO1-SIM PPI
Cc1nn(-c2ccc(NC(=O)c3ccncc3)cc2)c(C)c1Cl | -3 | -2 | -8 | -0.9 | 1 | 3 | 0.8 | i | 3 | 1
OC(c1cc(F)cc(Cl)c1)c1ncc(-c2cccc(C(F)(F)F)c2)[nH]1 (centres undefined) | . | -2 | 1 | 16* | -13 | 13 | 3.8 | i | -1 | -2
COc1ccccc1CC(=O)Nc1cccc(S(=O)(=O)N2CCOCC2)c1 | 7 | -3 | -6 | 0.5 | 3 | -5 | 0.0 | i | 2 | -1
O=C(NC1CCCCC1)N1CCN(c2ccc([N+](=O)[O-])cc2)CC1 | -5 | 2 | -2 | 1.3 | 1 | 14 | 0.4 | i | 1 | -28
C=C1C(=O)C=C2CN(C(=O)c3ccccc3)[C@@](Cc3ccc(F)cc3)(C(=O)OC)[C@@H]12 | -4 | 0 | 8 | -0.2 | -20 | -4 | -1.1 | i | -32 | 5
Cc1ccn2c(NC3CCCC3)c(-c3ccccn3)nc2c1 | -7 | 4 | 0 | -0.7 | -3 | -2 | 5.4 | + | 16 | -3
CC1CCN(CCCNC(=O)C2CC(=O)N(C3CCCCCC3)C2)CC1 (centres undefined) | -2 | 2 | 0 | -0.5 | -2 | 16 | -1.3 | i | 14 | -4
COc1ccc(CC2S/C(=N/N=C/c3ccccc3O)NC2=O)cc1 (centres undefined) | -12 | -2 | -5 | -0.3 | -2 | 5 | -1.0 | i | -14 | -1
CCCCc1c(C)c(C#N)c2nc3ccccc3n2c1Nc1c(C)n(C)n(-c2ccccc2)c1=O | -2 | 2 | 12 | -0.1 | 0 | 20 | 2.1 | i | 3 | -12
COc1ccccc1/C=C/C=N/NC(=O)CN1CCN(S(=O)(=O)c2ccc(C)cc2)CC1 | -5 | 2 | 10 | -0.4 | -8 | 1 | -0.3 | i | 12 | -17
C=CCOc1ccc(/C(O)=C2/C(=O)C(=O)N(CCCN3CCOCC3)C2c2ccc(OC)cc2)cc1 (centres undefined) | -8 | -1 | 9 | 0.1 | -7 | -7 | 5.3 | i | 0 | -12
COc1cc(CCC(=O)OCC(=O)Nc2c(Cl)cccc2Cl)cc(OC)c1OC | -3 | 1 | -4 | -0.2 | 2 | -1 | -0.2 | i | -4 | 36
Cc1sc(NC(=O)C2=COCCO2)c(C(N)=O)c1C | 3 | -1 | -2 | -0.8 | 2 | 0 | 2.6 | i | -8 | 4
Cc1c(N2C(=O)/C(=C3\C(=O)N(CC(=O)O)c4ccccc43)SC2=S)c(=O)n(-c2ccccc2)n1C | 0 | 8 | -1 | -1.0 | -3 | -7 | -0.2 | i | -5 | 4
Cn1c(N)cc(=O)n(C)c1=S | 5 | -2 | 1 | -0.1 | -1 | 2 | -2.0 | i | 1 | -2
O=C(COC(=O)c1cccc(S(=O)(=O)N2CCc3ccccc32)c1)NCc1ccco1 | 11 | 10 | -15 | 0.4 | 0 | -9 | 0.2 | i | 2 | 4
Cc1cc(C)c(C(=O)Nn2c(C)nc3ccccc3c2=O)cc1C | -10 | 0 | -3 | -0.9 | 3 | 2 | -1.1 | i | 9 | 6
Fc1ccccc1CSc1nnc(-c2cccs2)o1 | -16 | 0 | -8 | -0.1 | 2 | 31 | 0.5 | i | 10 | 3
C(=N\Nc1nc(-c2ccccc2)cs1)/c1ccco1 | -1 | 0 | 10 | 0.2 | -24 | 47* | -0.1 | i | -3 | -13
CCOc1cccc2cc(C(=O)N3CCOCC3)c(=O)oc12 | 12 | -2 | 1 | -0.3 | -1 | -4 | 0.0 | i | 4 | 2
Cc1ccc(S(=O)(=O)NCC(=O)OCC(=O)c2c(N)n(C)c(=O)n(C)c2=O)cc1 | -4 | 2 | -1 | 0.4 | 21 | -2 | -1.0 | i | -14 | 6
CNc1c([N+](=O)[O-])ncn1C | -5 | -6 | -5 | -0.4 | 1 | 8 | -2.5 | i | 19 | -7
COc1ccc(-c2cc(C(F)(F)F)nc(S(=O)(=O)CCCC(=O)Nc3cc(C)on3)n2)cc1OC | -1 | 0 | 1 | -0.7 | 4 | 6 | -0.6 | . | 5 | -4
Cc1ccc2c(CC(=O)NCc3ccc4c(c3)OCO4)coc2c1 | -3 | -1 | -4 | -0.3 | -4 | -8 | 0.2 | i | 1 | -3
O=C(Nc1ccc(S(=O)(=O)NCC2CCCO2)cc1)c1ccc(Cl)cc1[N+](=O)[O-] (centres undefined) | -4 | -2 | -9 | 0.6 | -1 | 11 | -0.3 | i | -1 | -17
Further results
SMILES | Scp-1 inhibitor | STEP block | NadD inh | Tb MetRS inh | DNMT1 block | SKN-1 block | LMPTP inh | Neddylation inh | CendR NRP1 mod | SUMO1-SIM PPI
Nc1ncc(CCN2CCOCC2)c(-c2ccc(F)cc2)n1 | 9 | -4 | -1 | 2.4 | -1 | 1 | -0.9 | i | 9 | -2
O=S(=O)(c1cccc(C(F)(F)F)c1)N1CCN(S(=O)(=O)c2ccc3c(c2)OCCO3)CC1 | -11 | 0 | 1 | 0.7 | 3 | -1 | 0.9 | i | 6 | 0
CC1CCCCN1c1ccc(N)cc1C(N)=O (centres undefined) | 1 | -1 | 1 | -0.2 | 1 | 7 | -0.9 | i | 5 | 0
O=C(NCc1ccc(F)cc1)c1cc(S(=O)(=O)N2CCCCC2)ccc1N1CCOCC1 | -3 | -2 | -3 | -0.3 | -1 | 1 | 0.1 | i | 20 | 5
CCCCCCN1C[C@@H](O)[C@H](n2cc(COC(=O)c3ccccc3)nn2)C[C@@H]1c1ccc(Cl)cc1 | . | 1 | 7 | -0.9 | -5 | 0 | 1.1 | i | -4 | 2
CCOC(=O)C1=CN2CCCC[C@@H]2CC1=O | -8 | -2 | -6 | 0.4 | 3 | -15 | -1.2 | i | -14 | 3

Compounds shown so far with an NH in an aromatic ring, in the order listed:
SMILES | Scp-1 inhibitor | STEP block | NadD inh | Tb MetRS inh | DNMT1 block | SKN-1 block | LMPTP inh | Neddylation inh | CendR NRP1 mod | SUMO1-SIM PPI
CCOc1ccc2oc(C(=O)NCc3nc4ccccc4[nH]3)c(C)c2c1 | -6 | 1 | 5 | 0.3 | -4 | 4 | 0.6 | i | -5 | -10
OC(c1cc(F)cc(Cl)c1)c1ncc(-c2cccc(C(F)(F)F)c2)[nH]1 (centres undefined) | . | -2 | 1 | 16* | -13 | 13 | 3.8 | i | -1 | -2
